# CRFBP-R2 block: antagonists of CRF-binding protein/CRF-R2 receptor complex; HEK293 CRF-R2/CRF-BP, CRF-induced calcium fluorescence; inhibition, % at 11.8 µM; hit rate 0.59% among 350,000; AID 588475;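 active = inhibition of the ligand-induced calcium signal above about 50% at the single tested concentration, limit read from the data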
# HCV NS3 hel inh: inhibitors of Hepatitis C virus NS3 helicase | NS3 helicase DNA unwinding, Cy5 molecular beacon fluorescence | inhibition, % at 10.9 µM | hit rate 0.56% among 290,000 | AID 1800;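 active = inhibition above the mean of all tested compounds plus 3 SD, set per campaign, cut at about 35% in these data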;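 also: 0% = DMSO wells and 100% = thioflavine S control wells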
#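 System: NS3 helicase fragment of HCV / Schedule: 1 h at 25 °C / Control set: DMSO alone as 0% and 110 µM thioflavine S as 100% / Reagent: Cy5/quencher beacon DNA duplex and ATP to start / Technique: Cy5 fluorescence / Replication: singlicate / Evaluation: % inhibition of end-to-start signal ratio versus controls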
# GalR3 antagonist: human GalR3 antagonism; hit rate 0.44% among 360,000; AID 651719; O60755; inhibition, % at 3 µM; HEK293 GalR3-CNG cAMP membrane potential fluorescence; galR3 body fused to GalR1 C-terminus;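 active = inhibition above the screen-wide average plus 3 SD, cut at about 13% in these data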;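 also: forskolin and galanin both at EC90 stimulate the cells; cAMP rise reported by CNG channel membrane potential dye signal; 0% = forskolin plus galanin with DMSO and 100% = forskolin alone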
# Target sequence (O60755 1-299 limits assumed): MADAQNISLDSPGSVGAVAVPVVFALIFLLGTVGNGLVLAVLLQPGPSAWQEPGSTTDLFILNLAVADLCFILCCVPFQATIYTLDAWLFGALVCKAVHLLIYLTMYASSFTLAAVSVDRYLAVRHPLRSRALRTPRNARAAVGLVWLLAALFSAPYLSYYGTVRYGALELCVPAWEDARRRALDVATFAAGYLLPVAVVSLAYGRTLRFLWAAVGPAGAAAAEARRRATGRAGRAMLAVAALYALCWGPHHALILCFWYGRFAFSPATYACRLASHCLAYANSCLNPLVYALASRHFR
# pCIP destab: lowers stability of the mouse p/CIP coactivator protein; Q05BA5; F442A p/CIP-EGFP cells, EGFP fluorescence, 16 h; decrease of EGFP signal, % at 10 µM; hit rate 0.01% among 290,000; AID 1984;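 active = EGFP signal decrease of at least 30% at 10 µM or well 3 SD below plate mean, unless failing retest; inactive = the rest, including hits failing retest or dose response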; also: some compounds called inactive have numbers as strong as hits; many of its hits are not listed in these tables
# IMP-1 inh: inhibitors of Pseudomonas aeruginosa IMP-1 metallo-beta-lactamase. purified IMP-1, nitrocefin hydrolysis, epi-absorbance fluorescence. inhibition, % at 5.6 µM. hit rate 0.45% among 290,000;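 active = inhibition above the mean plus 3 SD of all compounds in the same screening run, cut at about 4.5% in these data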;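 also: 0% = IMP-1 with DMSO and 100% = DMSO wells lacking enzyme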
#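 Assay system: purified IMP-1; Quantity: IMP-1 0.2 nM before substrate addition; Medium: HEPES buffer pH 7.1 with ZnSO4 and Brij 35; Incubation: 15 min enzyme–compound preincubation, then 25 min nitrocefin reaction, 25 °C; Signal: fluorescence quenching readout, ex 480/em 530 nm; Controls: DMSO with and without IMP-1; Repeats: singlicate testing.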
# SUMO HTRF inh: inhibitors of human SUMOylation (UBC9) | HTRF SUMOylation assay, SAE1/SAE2 + UBC9, in vitro | inhibition, % at 35 µM | hit rate 0.36% among 290,000 | AID 2006; in the data active = inhibition above about 50%, passing the limit was not always enough; also: strong numbers were not always called active
# Target sequence (P63279 whole entry, looked up): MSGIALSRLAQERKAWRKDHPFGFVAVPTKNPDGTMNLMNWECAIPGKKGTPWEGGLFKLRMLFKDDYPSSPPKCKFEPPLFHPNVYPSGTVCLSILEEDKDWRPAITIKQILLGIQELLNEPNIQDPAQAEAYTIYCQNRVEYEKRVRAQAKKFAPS
# IDE cell activ: boosts human insulin-degrading enzyme activity in HEK cells; activation, % at 5.96 µM; FAbeta-B cleavage, fluorescence polarization; 0% vehicle, 100% cell-free pure enzyme wells; P14735; hit rate 0.073% among 340,000;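 active = activation above the mean of all tested compounds plus 3 SD, set per screening campaign, cut at about 17% in these data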
# VIM-2 inh: blocks Pseudomonas aeruginosa VIM-2 metallo-beta-lactamase; purified VIM-2, nitrocefin hydrolysis, epi-absorbance fluorescence; inhibition, % at 5.6 µM; hit rate 0.89% among 290,000; AID 1527;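 active = inhibition above the mean of all tested compounds plus 3 SD, cutoff set per screening run, cut at about 7.5% in these data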;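 also: red hydrolysis product quenches plate fluorescence so inhibitors raise well fluorescence; 0% = enzyme with DMSO and 100% = DMSO without enzyme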
# IDE inh: inhibits human insulin-degrading enzyme in HEK cells | P14735 | FAbetaB cleavage, fluorescence polarization | inhibition, % at 5.59 µM | hit rate 0.41% among 320,000 | AID 434962;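 active = percent inhibition above the average of all tested compounds plus 3 SD, set per screening campaign, cut at about 16% in these data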;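 also: IDE supplied by intact live HEK cells; FP after avidin binding of uncleaved biotin substrate so inhibition keeps polarization high; 0% = DMSO wells and 100% = 60 µM reference IDE inhibitor Ii1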
# Numbers without * were called inactive; / = not tested or not shown.
SMILES,CRFBP-R2 block,HCV NS3 hel inh,GalR3 antagonist,pCIP destab,IMP-1 inh,SUMO HTRF inh,IDE cell activ,VIM-2 inh,IDE inh
COc1ccc(NC(C)=O)cc1NC(=O)CN1CCN(C2c3ccccc3-c3ccccc32)CC1,9,2,0,-8,-2.2,-12,3,-2.2,1
CCCOc1ccc(-c2c(C(=O)N/N=C/c3ccc(OCC)cc3)nnn2-c2nonc2N)cc1,-35,-3,-2,3,-0.5,-12,0,-0.6,0
O=C(Nc1ccc2c(c1)CCC2)c1cc(=O)[nH]c2ccccc12,-17,8,-3,-5,-1.5,26,14,-0.6,0
CCOC(=O)c1c(NC(=O)CSc2ncccn2)sc2c1CC(C)(C)NC2(C)C,1,-19,-3,9,-2.4,-11,2,-2.4,-3
CN(C(=O)c1ccc(S(=O)(=O)N2CCCC2)cc1)C1CCS(=O)(=O)C1 (stereo not drawn),12,/,-2,/,/,/,6,/,9
COc1ccc(C(=O)Nc2cc(C(=O)NCCc3ccccc3)ccc2Cl)cc1,27,-1,-3,1,-0.7,5,1,-1.6,-1
CCCn1c(N)c(C(=O)CSc2nnc3ccccn23)c(=O)[nH]c1=O,4,/,-4,/,/,/,3,/,6
Cc1ccc(S(=O)(=O)N2CCOCC2)cc1C(=O)NCc1ccco1,23,-3,3,-6,0.1,10,-2,-1.6,0
COc1ccc(OC)c(C(=O)CSc2nnc(-c3cccs3)o2)c1,-18,4,2,2,-4.2,22,4,-8.3,6
COc1cccc(C(=O)Nc2ccc3[nH]c(=O)[nH]c3c2)c1OC,-7,4,-3,-10,-1.9,18,4,-1.1,-3
CCOC(=O)CC1C(=O)NCCN1Cc1cccc(OC)c1 (stereo not drawn),0,4,6,-1,-3.1,-4,2,-2.5,0
CCOc1ccc(S(=O)(=O)NCCC(=O)Nc2nnc(C)s2)cc1,2,-6,-6,0,-3.0,-7,4,-1.8,3
O=C1c2c(O)cc(O)cc2O[C@@]12c1c(cc(O)c3c1O[C@H](c1ccc(O)cc1)[C@@H](O)C3)O[C@@H]2c1ccc(O)cc1,8,14,-3,2,-2.8,-25,-5,-5.7,3
O=S(=O)(NC1CC1)c1ccc(F)c(F)c1,2,-1,-5,-15,-1.4,6,9,-2.4,0
O=C(NNC(=S)Nc1cccc2ccccc12)c1cccc(Br)c1,0,12,-8,-7,-3.2,-52,2,-3.7,2
O=C(Nc1ccc(O)cc1)c1ccc2c(c1)C(=O)N(Cc1ccco1)C2=O,-11,11,-4,0,-0.1,-2,6,1.5,6
COc1cc(CCCN2C(=S)NC[C@@H]2CC2CCCCC2)cc(OC)c1OC,12,/,-4,-17,/,16,-6,/,7
CC(=O)OC[C@H]1O[C@@H](O/N=C/C[C@@H]2C=C[C@H](OC(C)=O)[C@@H](COC(C)=O)O2)[C@H](OC(C)=O)[C@@H](OC(C)=O)[C@@H]1OC(C)=O,/,8,/,-13,-0.4,7,/,-0.9,-2
COc1ccccc1OCc1nc2ccccc2[nH]1,-33,-2,-8,-17,-6.1,7,6,-3.4,3
O=C(c1cccs1)N1CCC(N2CCN(c3ccccc3)CC2)CC1,13,-37,-3,-19,-1.7,26,6,-1.1,0
CC(=O)Nc1ccc(/C=N/NC(=O)c2cc3cc(C)ccc3nc2C)cc1,-3,-2,0,-11,-2.8,23,-2,-0.8,2
O=C(Nc1ccc(CN2CCOCC2)cc1)c1ccc(F)cc1,0,2,-4,-9,-2.6,14,1,-1.7,-5
Cc1ccc(SCCC(=O)Nc2ccccc2Br)cc1,18,-21,-6,-10,-2.0,6,-1,-2.5,4
CCNC(=S)NNC(=O)c1nn(C)c(C)c1Cl,11,-2,0,-41,-4.0,15,4,-5.5,0
Cc1cccc(CN2C(=O)c3ccccc3Sc3ccc(C(=O)NCCCN4CCOCC4)cc32)c1,-23,-74,-8,-4,-7.3,/,3,-4.2,2
# Next part
SMILES,CRFBP-R2 block,HCV NS3 hel inh,GalR3 antagonist,pCIP destab,IMP-1 inh,SUMO HTRF inh,IDE cell activ,VIM-2 inh,IDE inh
Cc1ccc2nc(SCc3cn4cccnc4n3)[nH]c2c1,4,4,5,4,-2.7,-8,0,-1.1,3
Cn1c(=O)[nH]c(=O)c2c1nc(N1CCN(c3ccccc3)CC1)n2CCSc1ncccn1,-12,-7,/,-14,-0.3,-8,4,-2.2,-3
CN(CC(=O)Nc1cccc(F)c1)CC(=O)Nc1cccc([N+](=O)[O-])c1,-8,4,7,2,-2.4,-6,-1,-1.9,-4
COc1ccccc1N1CCN(S(=O)(=O)c2c(C(=O)N3CCOCC3)c(C)n(C)c2C)CC1,-4,-1,3,9,-3.0,-6,3,-3.0,7
O=C(O)COc1ccccc1/C=N/NC(=O)c1cc2ccccc2cc1O,0,24,-4,4,-2.3,0,7,-2.2,2
CC(C)CC(=O)N1CCN(S(=O)(=O)c2ccc(C3CCCCC3)cc2)CC1,8,/,-5,/,/,/,2,/,5
Cc1ccsc1CN(C)C(=O)C1CCC(=O)N(CCc2cccc(F)c2)C1 (stereo not drawn),-5,2,-7,-16,-3.3,6,2,-0.4,2
CCOC(=O)c1cc2sccc2n1CC(=O)OC,16,-3,-6,2,-3.0,1,11,-0.5,-1
CN1CCN(C(=O)c2ccc(COc3ccc(Cl)cc3Cl)cc2)CC1,9,-33,-3,-8,-2.5,-15,-8,-0.3,1
N#Cc1c(-c2c(Cl)cccc2Cl)noc1/C=C/Nc1ccc(C(=O)O)cc1,-20,30,2,1,-2.0,27,6,-2.0,3
COc1ccc(C2C(C(C)=O)=C(C)Nc3ncnn32)cc1OC (stereo not drawn),12,-3,-4,-2,-3.9,23,1,-8.6,-7
CC(C)(C)[C@@H]1C=C(C(=O)N2CCN(Cc3ccccc3)CC2)O[C@H](OCCCCO)C1,-11,-3,-3,-4,-2.6,-2,4,-2.5,2
Cn1c(=O)c2cc(S(=O)(=O)NC(C(=O)NCc3ccccn3)c3ccccc3)ccc2n(C)c1=O (stereo not drawn),5,2,3,4,-5.4,8,7,-4.7,-1
COCCNc1ccc(S(=O)(=O)N2CCCC2)cc1[N+](=O)[O-],-9,3,-6,5,-2.7,-18,5,0.6,1
Cc1cc(C)n(-c2ccnc3cc(Cl)ccc23)n1,-13,-6,-9,-5,-1.4,-2,1,-2.5,-1
O=C(COC(=O)C1=COCCO1)Nc1ccccc1OC(F)F,-7,3,5,0,-0.8,4,5,-0.8,-2
CCc1cccc(NC(=O)CCC(=O)O)c1,9,18,-3,3,-1.2,5,1,-2.7,1
Cn1c(=O)c2c(nc(CN3CCC(C(N)=O)CC3)n2CCc2ccccc2)n(C)c1=O,-9,-2,-4,1,1.4,24,6,0.4,-1
C#CCOCCOCCOCCNc1nc(N2CCN(C(=O)[C@H]([C@@H](C)CC)n3cc([C@@H](N)CO)nn3)CC2)nc(N2CCN(C(=O)[C@H](CCCCN)n3cc([C@@H](N)CO)nn3)CC2)n1,3,/,0,/,/,/,6,/,-2
CCOC(=O)c1c(C)[nH]c(C(=O)OCc2ccc(C)cc2)c1C,-2,-8,-5,-5,-0.9,-15,1,-0.6,1
CC(C)c1ccc(Nc2ncccc2C#N)cc1,17,-3,-4,1,-2.5,22,7,-4.3,-3
Cc1ccc(C(=O)N/N=C/c2ccc3c(c2)OCO3)o1,-7,-1,-4,-9,-4.3,6,-1,-5.6,-5
O=C(O)CCCC(=O)Nc1cc([N+](=O)[O-])ccc1O,9,-12,-2,-17,-2.9,15,9,-1.2,2
CCCOc1cc(C)c(S(=O)(=O)n2nnc3ccccc32)cc1C,-8,0,-2,2,-2.2,4,5,-0.7,-1
CC(NC(=O)c1ccccc1)C(=O)NNC(=O)c1ccccc1Cl (stereo not drawn),1,/,0,/,/,/,2,/,2
# (cont.)
SMILES,CRFBP-R2 block,HCV NS3 hel inh,GalR3 antagonist,pCIP destab,IMP-1 inh,SUMO HTRF inh,IDE cell activ,VIM-2 inh,IDE inh
CN1CCN(c2ccccc2NC(=O)c2cc(Br)ccc2Cl)CC1,13,0,1,-8,-3.2,12,5,-1.4,4
CCCCn1c(=O)c(CCC(=O)OCC(=O)Nc2ccc(C)c(Cl)c2)nc2ccccc21,/,0,/,1,-2.3,-23,/,-3.7,0
CCCCC(CC)C1OCC(CN2CCCC2)O1 (stereo not drawn),-1,2,-1,12,-5.0,-27,9,-2.6,3
Cc1ccc(S(=O)(=O)N2CCOCC2)cc1NC(=O)COC(=O)C1=COCCO1,3,/,-6,/,/,/,1,/,2
CCOC(=O)CNC(=O)Cn1cnc2c(cnn2-c2ccc(C)cc2)c1=O,-1,-4,-1,4,-2.1,23,4,-1.9,-2
NC(=O)C1Cc2ccccc2CN1S(=O)(=O)c1ccc(Cl)s1 (stereo not drawn),-4,-3,-7,-16,-2.1,14,3,-0.3,3
COC(=O)c1ccccc1NC(=O)C1CCCCC1C(=O)O (stereo not drawn),9,-4,-7,-2,0.0,2,3,-2.4,-3
N#CC(C(=O)NCc1ccco1)c1nc2ccccc2nc1N1CCOCC1 (stereo not drawn),-16,1,-2,-19,-2.8,8,0,0.8,4
CC1(C)SC2c3ccccc3C(=O)N2[C@@H]1C(=O)NCc1ccco1 (stereo partly drawn),6,3,-1,-16,-1.4,8,4,-1.0,2
CCCc1cc(=O)oc2cc(C)cc(OC(C)C(=O)NCCCn3ccnc3)c12 (stereo not drawn),-2,17,-2,-11,-3.5,13,-1,18*,9
Cc1nc2nc(SCC(=O)c3cccc([N+](=O)[O-])c3)[nH]c2cc1Br,67*,3,-4,-3,-3.4,1,-3,-1.2,2
CCC1CCCCN1CCCNC(=O)COc1cc(=O)n(C)c2ccccc12 (stereo not drawn),13,-1,2,-8,-3.6,-21,1,-1.0,3
Cc1ccc(Oc2ccc(OCC(=O)NC3CCS(=O)(=O)C3)cc2)cc1 (stereo not drawn),7,-5,-10,3,-0.5,-9,3,-1.7,10
CCC(=O)OCCn1c(=O)c2cc3c(=O)n(CCOC(=O)CC)c(=O)c3cc2c1=O,1,-3,-10,-5,-1.8,10,0,0.1,-11
CCCC(c1nnnn1CS(=O)(=O)c1ccc(C)cc1)N1CCN(CC)CC1 (stereo not drawn),-55,1,3,-29,-2.9,-12,/,-2.1,-6
Cc1ccc(-c2csc3ncnc(N4CCN(C(=O)c5ccco5)CC4)c23)cc1,21,/,-6,/,/,/,-5,/,3
COc1cccc(/C=N/NC(=O)c2ccc(=O)[nH]n2)c1O,5,-7,-6,1,-4.3,-11,0,-5.5,4

# An excerpt from above in order of molar mass, low to high:
SMILES,CRFBP-R2 block,HCV NS3 hel inh,GalR3 antagonist,pCIP destab,IMP-1 inh,SUMO HTRF inh,IDE cell activ,VIM-2 inh,IDE inh
COc1cccc(/C=N/NC(=O)c2ccc(=O)[nH]n2)c1O,5,-7,-6,1,-4.3,-11,0,-5.5,4
CC1(C)SC2c3ccccc3C(=O)N2[C@@H]1C(=O)NCc1ccco1 (stereo partly drawn),6,3,-1,-16,-1.4,8,4,-1.0,2
CN1CCN(c2ccccc2NC(=O)c2cc(Br)ccc2Cl)CC1,13,0,1,-8,-3.2,12,5,-1.4,4
CCC(=O)OCCn1c(=O)c2cc3c(=O)n(CCOC(=O)CC)c(=O)c3cc2c1=O,1,-3,-10,-5,-1.8,10,0,0.1,-11
